Screens from PubChem BioAssay.
AID2073 = inhibitors of Mint1-CaV2.2 protein interaction, biochemical, HTRF (AID 2073); Voltage-dependent N-type calcium channel subunit alpha-1B (Homo sapiens); HTRF protein-protein interaction, Mint1-CaV2.2; higher % means a stronger effect; one-dose inhibition, % at 20 µM; IC50 in µM for titrated hits; hit rate 0.19% among 290,000; in the data active means inhibition mostly above about 51%, no sharp cut-off; inconclusive means no clear call, values can overlap the other calls; inactive means mostly below about 53%; further: some results filed as inactive read as strong as hits
Dynein cargo inh = inhibitors of GR-EGFP nuclear translocation, primary screen, dynein cargo transport inhibitor project, imaging, high-content, 3617.4 mouse cells; z-score, hits read low; hit rate 0.47% among 220,000; AID 1381, 2008; test concentration mostly 20 µM; stimulated with dexamethasone, 1 µM; stronger effect = lower value;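 active means plate z-score of nuclear minus cytoplasmic receptor signal below a set negative limit, without overly bright fluorescence or cell loss, cut at about -3.5 in these data, passing the limit was not always enough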;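 further: z-score of nuclear minus cytoplasmic ring GR-EGFP intensity difference per well; some compounds called inactive have numbers as strong as hits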
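Also added – dexamethasone, 1.0 µM final · Buffer or medium – tet-free, stripped-serum medium · Schedule – induction 48 h, compound 1 h, agonist 30 min · Detection – formaldehyde fixation, Hoechst nuclear stain, 10x automated fluorescence imaging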
GPR55 beta-arrestin = GPR55 agonists via beta-arrestin recruitment, primary screen, imaging, U2OS cells, beta-arrestin-GFP redistribution (AID 1961). G-protein coupled receptor 55 (Homo sapiens). one-dose activation, % at 10 µM; EC50 in µM for titrated hits. U2OS GPR55 beta-arrestin-GFP redistribution imaging; higher % means a stronger effect. hit rate 0.048% among 290,000;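 active means activation above 40% with more than 50 cells counted in the well; inconclusive means wells holding fewer than 50 cells, flagged as toxic or sparse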;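 further: U2OS osteosarcoma cells stably expressing GPR55 and beta-arrestin-GFP; plate controls were DMSO negative control for no effect and LPI positive control for full effect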
KOR beta-arrestin-1 = KOR agonists, beta-arrestin recruitment, primary screen, cell-based, luminescence, uHTS (AID 1777) | KOR beta-arrestin recruitment, luminescence; higher % means a stronger effect | one-dose activation, % at 10 µM; EC50 in µM for titrated hits | hit rate 0.02% among 280,000; in the data active means activation above about 50%, passing the limit was not always enough; further: a part of the inactive calls stands beside numbers as strong as those of hits
NOD2 inhibition = NOD2 signaling inhibitors, cell-based, luminescence, uHTS, HEK293 (AID 1566). HEK293 NOD2/NF-kB luciferase reporter, luminescence; higher % means a stronger effect. inhibition, % at 4 µM, or EC50 in µM where a hit was titrated. hit rate 0.63% among 290,000; further: many of its hits are not listed in these tables
NOD1 inhibition = NOD1 signaling inhibitors, primary screen, cell-based, luminescence, uHTS (AID 1578) | inhibition, % at 4 µM, or EC50 in µM where a hit was titrated | NOD1-driven NF-kB luciferase reporter cells, luminescence; higher % means a stronger effect | hit rate 1% among 290,000; in the data active means inhibition mostly above about 36%, no sharp cut-off; inactive means mostly below about 34%;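 further: HEK-293T reporter cells stimulated with the NOD1 agonist gamma-tri-DAP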
M17LAP inhibition = P. falciparum M17LAP inhibitors, primary screen, biochemical, fluorogenic H-Leu-NHMec substrate, 1536-well (AID 1619); Leucine aminopeptidase (Plasmodium falciparum (isolate 3D7)); recombinant M17LAP, H-Leu-NHMec fluorogenic kinetic assay; higher % means a stronger effect; inhibition, % at 30 µM; hits with a dose series show IC50 in µM; hit rate 0.38% among 220,000;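 active means compound inhibiting the enzyme by more than half at any dose during confirmatory dose-response retesting; inconclusive means strong single-dose inhibitors picked by rank but not retested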;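 further: plate controls were full reaction with DMSO carrier for no effect and no enzyme background for full effect; strong numbers were not always called active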
KOR beta-arrestin-2 = KOR antagonists, beta-arrestin recruitment, cell-based, luminescence, uHTS (AID 1778); KOR beta-arrestin recruitment, luminescence, antagonist mode; higher % means a stronger effect; inhibition, % at 10 µM, or IC50 in µM where a hit was titrated; hit rate 0.091% among 290,000; further: strong numbers were not always called active
P. falciparum M1AAP = P. falciparum M1AAP inhibitors, biochemical, fluorogenic H-Leu-NHMec substrate, 1536-well (AID 1445). recombinant M1AAP, H-Leu-NHMec fluorogenic kinetic assay; higher % means a stronger effect. inhibition, % at 30 µM, or IC50 in µM where a hit was titrated. hit rate 0.42% among 220,000;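 active means primary inhibition above the hit cutoff, then over 50% inhibition at one or more dose response concentrations, cut at about 23% in these data, passing the limit was not always enough; inconclusive means conflicting primary data, or primary hits not chosen for dose response; inactive means low primary inhibition, or under 50% at every dose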;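 further: plate controls were DMSO full reaction for no effect and no enzyme background for full effect; strong numbers were not always called active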
Dynein cargo inh cytoplasmic EGFP = recorded beside Dynein cargo inh, whose call it bears; z-score; measured here: cytoplasmic GR-EGFP intensity; stronger effect = higher value
Dynein cargo inh nuclear GR-EGFP = second read-out of Dynein cargo inh, no call of its own (marks repeat the call); z-score; measured here: nuclear GR-EGFP intensity;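 lower value marks the stronger effect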
Dynein cargo inh cell count = recorded beside Dynein cargo inh, whose call it bears; z-score; measured here: cell count per field
* hit, by the source's call; ? = inconclusive; / = not tested or not shown; [ ] = remark or other dose. Unless noted, no stated cut-off is given here; in the data, active means inhibition above about 50%; inactive means the rest.

SMILES	AID2073	Dynein cargo inh cytoplasmic EGFP	GPR55 beta-arrestin	Dynein cargo inh nuclear GR-EGFP	Dynein cargo inh	KOR beta-arrestin-2	Dynein cargo inh cell count	NOD1 inhibition	P. falciparum M1AAP	NOD2 inhibition	KOR beta-arrestin-1	M17LAP inhibition
O=C(COc1ccccc1Cl)Nc1ccccc1C(=O)N1CCCCC1	6%	/	0.4%	/	/	-9%	/	-34%	/	-2%	0.4%	/
COc1ccc(-n2nnc3c(=O)n(CC(=O)N4CCC(C)CC4)cnc32)cc1	9%	-0.079	-0.3%	1.7	2.1	2%	-1.2	-1%	-5%	16%	-2.3%	7%
O=C(CN1C(=O)COc2ccccc21)Nc1ccccc1F	6%	/	-0.3%	/	/	-19%[20 µM]	/	-2%	/	10%	-2.5%	/
COc1ccc(NC(=O)C2C3C=CC(O3)C2C(=O)NCc2cccnc2)cc1 (centres undefined)	-4%	-0.22	-0.2%	0.16	-0.34	1%	0.23	-30%	3%	1%	-2.3%	9%
Cn1ccnc1Sc1ccc(C=O)cc1[N+](=O)[O-]	5%	-0.073	-0.5%	-0.13	-0.44	-4%	0.6	-25%	12%	17%	-0.7%	10%
O=C(Cn1cnc2c(oc3ccccc32)c1=O)NCC1CCCO1 (centres undefined)	2%	-0.26	0.2%	0.96	0.61	-20%	0.63	-7%	-2%	-12%	-0.2%	7%
N#Cc1c(=O)c2nc(NCCCO)ncc2n2c(=O)c3ccccc3[nH]c12	36%	-0.15	-0.1%	0.93	0.96	-45%[20 µM]	-1.9	-35%	-2%	13%	29%	6%
Cc1ccccc1C1CCCN(Cc2nc(C3CC3)no2)C1 (centres undefined)	6%	-0.29	0.4%	0.14	0.44	-21%	-0.02	19%	5%	0%	2.2%	-2%
O=C(Nc1ccc2c(c1)nc1n2CCOC1)C1CCCCC1	6%	0.072	-0.2%	0.17	0.21	4%	-0.55	-40%	1%	-3%	0.2%	14%
O=C(CSc1nnc(-c2ccc(F)cc2)o1)N1CCN(C(=O)c2ccco2)CC1	2%	-0.15	-0.2%	0.064	0.15	-13%	-0.085	-4%	5%	-19%	5.3%	-2%
Cc1nc(C(N)=O)c(N)n1CCc1ccccc1	-46%	/	0.9%	/	/	34%	/	2%	/	12%	-5.1%	/
COc1ccccc1OCCCC(=O)NCc1ccco1	0%	-0.39	-0.1%	0.83	0.76	1%	0.35	-9%	5%	4%	2.3%	-10%
S=C(NCc1ccco1)Nc1cccc(Cl)c1Cl	-16%	0.0046	-0.2%	0.13	-0.62	15%	-0.3	-1%	7%	8%	-1.7%	4%
COc1ccc(C(=O)CC(=O)C(=O)Nc2cccc([N+](=O)[O-])c2C)cc1	24%	/	0.0%	/	/	16%	/	-1%	/	36%	3.7%	/
Cc1occc1C(=O)N1CCCC(CCC(=O)NCc2ccc(F)c(F)c2)C1 (centres undefined)	-8%	-0.35	-0.3%	0.09	-0.00051	5%	0.71	-9%	-1%	4%	2.3%	1%
CCOC(=O)Cc1c(C)nc2c(-c3ccccc3OC)c(C)nn2c1C	0%	0.46	0.2%	1.1	1.8	9%	-1.2	11%	5%	8%	4.8%	-2%
CC(C)C(=O)N1CCN(c2nc(-c3ccccc3)c3c(c2C#N)CC(C)(C)OC3)CC1	10%	0.16	-0.2%	2.5	4	-26%	-2.6	-37%	-5%	-16%	2.2%	-23%
O=c1cc(C(F)(F)F)[nH]c2c(C(F)(F)F)cccc12	12%	-0.27	1.1%	0.32	-0.32	-67%	0.4	73%*	2%	31%	1.4%	-241%
COc1cccc(NC(=S)NC2CC3CCCC(C2)N3CC(C)C)c1 (centres undefined)	-14%	-0.14	-0.1%	-0.42	-1.2	-19%	0.86	-28%	0%	-2%	7.2%	-1%
CC(=O)N1CCC(=NNc2nc3ccccc3[nH]2)CC1	-16%	-0.25	0.5%	0.58	0.66	11%	-1.1	-32%	6%	-41%	-3.5%	12%
O=C(CSCc1ccc([N+](=O)[O-])cc1)NC1CCCCCC1	28%	-0.18	-0.1%	0.74	0.66	-28%[20 µM]	-0.51	14%	2%	-27%	2.9%	-7%
CN(C)C(=O)CN1CCN(Cc2cn(C)nc2-c2ccc3c(c2)OCCO3)CC1	17%	-0.35	0.0%	-0.0011	-0.57	0%[20 µM]	1.2	-17%	10%	-6%	-3.9%	23%
O=C(NC1CCSc2ccccc21)c1ccc([N+](=O)[O-])cc1 (centres undefined)	7%	/	0.0%	/	/	14%	/	-22%	/	15%	1.9%	/
COc1ccc(OCC(=O)N/N=C/C=C/c2ccccc2)cc1	2%	-0.21	-0.4%	2	1.7	-5%	-1.5	-19%	2%	-3%	-4.1%	-4%
CCOC(=O)c1[nH]c2ccc(OCC)cc2c1NC(=O)CN1CCC2(CC1)OCCO2	28%	-0.19	-0.2%	0.44	0.55	-20%	0.011	-2%	3%	-2%	-2.1%	-8%
CCOC(=O)c1c(C)[nH]c(C)c1C(=O)COC(=O)/C=C/c1ccc(Cl)cc1	11%	-0.29	-0.2%	-0.67	-0.8	23%	0.68	-24%	5%	-1%	-5.3%	15%
CCOc1ccc(/C=C/C2=CC(C)(C)NC(=S)N2)cc1	-10%	0.2	0.5%	0.048	-0.16	15%	-0.82	-15%	10%	19%	-4.1%	27%
COc1c(/C=C2\SC(=Nc3ccccc3Cl)NC2=O)cccc1[N+](=O)[O-]	5%	/	0.5%	/	/	24%	/	18%	/	4%	-5.8%	/
CC(=O)OC1COC(N2CCc3cc(Br)c([N+](=O)[O-])cc32)C(OC(C)=O)C1OC(C)=O (centres undefined)	8%	-0.085	0.3%	-0.27	-0.88	-9%	0.18	5%	0%	1%	-1.8%	-2%
Cc1nn(-c2ccccc2)nc1C(=O)Oc1cc(C(F)(F)F)nn1-c1ccccc1	1%	-0.29	-0.1%	-0.31	0.2	9%	1	-2%	5%	-2%	-2.6%	-1%
CCOC(=O)[C@@H]1[C@H]2COc3cc(OC)ccc3[C@@H]2N2C(=O)N(c3ccc(Br)cc3)C(=O)[C@@]12C	8%	/	0.0%	/	/	1%[20 µM]	/	-23%	/	10%	-2.4%	/
O=C(O)CCCNc1cc(N2CCN(C(=O)c3ccco3)CC2)c2noc3c2c1C(=O)c1ccccc1-3	?	/	-0.2%	/	/	-17%	/	0%	/	17%	-4.4%	/
COc1ccccc1Nc1nc(N)nc(CSC(=S)N2CCN(c3ccccc3)CC2)n1	-13%	-0.18	-0.8%	-0.16	-0.15	-1%	-0.048	7%	4%	8%	0.5%	1%
C=CCN(C(=O)CCC(=O)Nc1cc(C)on1)C(C(=O)NC(C)(C)CC)c1cccc(OC)c1OC (centres undefined)	8%	/	1.9%	/	/	-5%	/	-11%	/	10%	4.2%	/
C=CCn1c(SCC(=O)/C(C#N)=C(\C)N)nc2sc(C)c(C)c2c1=O	-6%	0.13	-0.1%	0.92	1.1	-8%	0.15	-29%	6%	6%	1.3%	-3%
COc1cc(/C=N/NC(=O)c2cccnc2)ccc1OC(=O)c1cccc(Br)c1	3%	/	-0.2%	/	/	5%	/	-17%	/	-2%	1.3%	/
CC1=C(C(=O)Nc2ccccn2)C(c2ccc(Cl)cc2)NC(=S)N1 (centres undefined)	-12%	-0.13	-0.3%	-0.5	-0.95	-1%	0.47	-44%	2%	-30%	-2.8%	3%
Cc1c(N=c2scc(-c3ccccc3)n2CCO)c(=O)n(-c2ccccc2)n1C	-5%	0.25	-0.7%	0.45	0.34	5%	0.06	-18%	-1%	12%	-0.6%	-8%
CCc1c(C)nc(Nc2nc(C)c3ccc(OC)cc3n2)[nH]c1=O	1%	0.23	-0.1%	0.7	0.81	-26%	-0.42	-7%	4%	17%	0.4%	2%
CCCCC1=CC2=CC(=O)C(C)(OC(=O)CC)C(=O)C2=CN1C(CO)CO (centres undefined)	-4%	-0.8	-0.2%	0.38	0.43	16%	-0.082	-4%	3%	3%	4.2%	2%
CNC(=S)N(CCCn1ccnc1)Cc1c(F)cccc1Cl	-10%	/	0.0%	/	/	7%	/	-14%	/	5%	-2.9%	/
CC(C)CCn1cnc2c(oc3nc4c(cc32)CCCC4)c1=O	18%	-0.17	-0.1%	0.2	0.48	29%	0.084	-7%	6%	-85%	0.1%	-1%
Cc1ccc(CC(=O)Nc2ccncc2)cc1	1%	-0.16	-0.1%	0.37	1.6	-16%[20 µM]	-0.93	/	-4%	/	1.2%	15%
NNc1nccc(Nc2ccccc2C(=O)O)n1	14%	-0.26	-0.3%	0.48	0.39	-30%	-0.17	6%	11%	19%	-6.0%	16%

Only part of the results is shown; count on the stated rates, not on these rows.
